# D1 agonist: human D1 receptor agonism | HEK293 T-REx D1 cells, calcium flux, agonist mode | activation, % at 2 µM | hit rate 1% among 360,000 | AID 504660; also: 0% is about no effect
#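 Inducible HEK293 T-REx D1 cells, force-coupled to calcium signalling, were plated at 4000 cells/well with tetracycline and held overnight at 30 C. After no-wash calcium dye loading, compound-evoked calcium rise over 180 s flagged agonists.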
# D2 potentiator: D2 dopamine receptor (human) potentiation. hit rate 0.34% among 340,000. P14416. potentiation, % at 10 µM. HEK293 T-REx D2, calcium flux, EC20 dopamine potentiation;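 active = potentiation over 3 SD above the plate norm, cut at about 30% in these data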; also: 0% is about no effect
#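 Using a no-wash calcium dye in inducible, force-coupled HEK293 Trex cells expressing D2, we tracked fluorescence each second for 180 s after compound, then for 180 s after EC20 dopamine to detect augmented signalling.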
# RXFP1 antagonist: blocks the human relaxin receptor RXFP1. Q9HBX9. activity change, negative = inhibition, % at 57.5 µM. hit rate 0.59% among 350,000. HEK293-RXFP1, relaxin-stimulated cAMP HTRF, 30 min; hits give low values. AID 1259400;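 active = activity change of -60% or lower, but not beyond a set lower limit; inconclusive = change between -60% and -40%, or beyond the set limit; inactive = change above -40%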; also: % is scaled to controls: 0 for no effect and ±100 for the full control effect
# Target sequence (Q9HBX9 whole entry, looked up): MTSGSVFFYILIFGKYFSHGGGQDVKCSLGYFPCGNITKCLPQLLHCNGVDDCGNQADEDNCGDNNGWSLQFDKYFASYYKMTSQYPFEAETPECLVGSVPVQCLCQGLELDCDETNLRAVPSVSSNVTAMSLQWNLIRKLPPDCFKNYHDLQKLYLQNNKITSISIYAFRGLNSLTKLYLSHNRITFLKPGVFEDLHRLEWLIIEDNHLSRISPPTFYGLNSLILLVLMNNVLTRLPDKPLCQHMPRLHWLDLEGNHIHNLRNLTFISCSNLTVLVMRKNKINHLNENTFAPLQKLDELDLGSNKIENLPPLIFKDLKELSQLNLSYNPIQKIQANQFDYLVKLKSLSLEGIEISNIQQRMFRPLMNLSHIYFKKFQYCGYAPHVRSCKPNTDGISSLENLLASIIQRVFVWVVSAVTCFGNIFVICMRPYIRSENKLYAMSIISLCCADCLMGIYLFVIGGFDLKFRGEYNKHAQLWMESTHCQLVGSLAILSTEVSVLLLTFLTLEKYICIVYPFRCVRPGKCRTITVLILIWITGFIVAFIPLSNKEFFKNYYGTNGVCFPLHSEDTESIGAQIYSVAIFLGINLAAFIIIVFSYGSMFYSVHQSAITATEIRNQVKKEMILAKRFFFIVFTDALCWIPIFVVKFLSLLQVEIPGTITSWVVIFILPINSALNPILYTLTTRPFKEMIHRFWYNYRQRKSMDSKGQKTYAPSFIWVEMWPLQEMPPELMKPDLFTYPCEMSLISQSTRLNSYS
# D1 PAM: human D1 dopamine receptor positive modulation. HEK293 TREx D1 cells, calcium flux, dopamine EC20 potentiation. AID 504651. potentiation, % at 10 µM. hit rate 0.036% among 360,000. P21728; in the data active = potentiation above about 30%; also: 0% is about no effect
# D2 antagonist: antagonists of human D2 dopamine receptor. P14416. HEK293 TREx D2 cells, calcium flux, dopamine EC80. inhibition, % at 10 µM. hit rate 2% among 340,000; in the data active = inhibition above about 30%; also: 0% is about no effect
#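 Tetracycline-induced HEK293 TREx cells expressing D2 receptor forced-coupled to calcium signalling, loaded with no-wash calcium dye. Compounds added and calcium flux read 180 s, then dopamine added at EC80 and read a further 180 s.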
# TRHR agonist: activates the human TRH receptor. hit rate 0.18% among 360,000. TRHR cells, calcium flux fluo-8, FDSS agonist mode. P34981. activation, % at 2 µM; also: 0% is about no effect
#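 Fluo-8-loaded TRHR cells; 10 s baseline, compound added, kinetic Ca2+ fluorescence read 1/s, agonist mode.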
# D2 agonist: agonists of human D2 dopamine receptor; hit rate 0.53% among 340,000; HEK293 T-REx D2 cells, calcium flux agonist mode; AID 485358; activation, % at 2 µM;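 active = activation over 3 SD above normal in the single-dose calcium agonist read, cut at about 30% in these data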; also: 0% is about no effect
#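 Calcium-flux readout, 1 cycle/sec over 180 s following compound pin transfer, in inducible HEK293 Trex D2 cells (force-coupled); dopamine controls included. Positive calcium responses during this window marked compounds as potential agonists.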
# TRHR PAM: allosteric enhancers of human TRH receptor; P34981; TRHR cells, fluo-8 calcium fluorescence, EC20 TRH enhancement; enhancement, % at 2 µM; hit rate 0.66% among 360,000; AID 493056; in the data active = enhancement above about 30%; also: 0% is about no effect
#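 Enhancer read-out: after compound pinning and an initial kinetic agonist-mode read, an EC20 of TRH (10 nM final) was injected and fluo-8 calcium signal (Ex 480/Em 530) followed at 1 s/cycle for 100 cycles in TRHR-expressing cells.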
# D1 antag: blocks dopamine activation of the human D1 receptor; activity change, negative = inhibition, % at 10 µM; AID 504652; hit rate 3.2% among 360,000; P21728; HEK293 TREx D1 cells, calcium flux, dopamine EC80; hits give low values; in the data active = activity change below about -30%; also: % is scaled to controls: 0 for no effect and ±100 for the full control effect
#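 Tetracycline-induced HEK293 T-REx cells with force-coupled D1 receptor were loaded with a no-wash calcium dye. Compound was added after a 10 s baseline and read kinetically for 180 s; EC80 dopamine was then added and calcium flux followed another 180 s.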
# * = called active by the depositor; ? = inconclusive; nt = not tested or not shown; & = joins results of further samples. Rule as the data show it, unless noted: active = activation above about 30%; inactive = the rest.
(1) CCOc1ccccc1NC(=O)CCNS(=O)(=O)c1ccc2[nH]c(=O)oc2c1
(2) Cc1ccc(-c2ccc(=O)n(C(C)C(=O)Nc3ccccc3Cl)n2)cc1C (centres undefined)
(3) CC(=O)N1CCC(C(=O)Nc2ccc(S(=O)(=O)N3CCC(C)CC3)cc2)CC1
(4) COc1ccc(-c2noc(CSc3nc4ccccc4c(=O)n3-c3ccccc3)n2)cc1
(5) COc1ccc(N2CCN(CCCNC(=O)C3CCN(S(=O)(=O)N4CCOCC4)CC3)CC2)cc1
(6) CCN(CC1CCCO1)C(=O)CCc1nnc(CCc2ccccc2OC)o1 (centres undefined)

Compound	1	2	3	4	5	6
RXFP1 antagonist	9	-27	-14	9	-10	-11
D2 potentiator	0	0	-4	0	3	10
TRHR agonist	0.4	0.1	0.3	0.6	1.9	-0.8
TRHR PAM	5	1	16	-11	-1	13
D1 agonist	3	2	0	1	2	2
D2 agonist	0.7	-0.6	2.1	-0.1	0.5	-0.1
D2 antagonist	2	nt	6	16	2	-1
D1 antag	11	6	0	3	5	1
D1 PAM	5	0	-6	2	-6	-11

(7) Cc1cc(C(=S)N2CCOCC2)c(C)n1-c1ccc(F)cc1
(8) CCc1cccc(C)c1NC(=O)CN1C(=O)c2c(c3ccccc3n2C)C1c1ccc(OC)cc1 (centres undefined)
(9) COC(=O)c1ccc(S(=O)(=O)NCc2ccc(S(N)(=O)=O)cc2)n1C
(10) CCc1cccc(NS(=O)(=O)c2c(C)nc3scc(C)n3c2=O)c1
(11) Cc1cc(Cl)ccc1NC(=O)C1CCCN(c2nnc(C)c3c(C)n(-c4ccccc4)nc23)C1 (centres undefined)
(12) O=C(NCc1ccc(Cl)cc1)c1cc2ccc3cccnc3c2[nH]1

Compound	7	8	9	10	11	12
RXFP1 antagonist	-9	-22	8	-10	-2	-23
D2 potentiator	-8	-8	-1	8	9	1
TRHR agonist	-0.3	0.0	-0.7	-1.9	-0.1	0.8
TRHR PAM	16	-3	-2	-7	5	7
D1 agonist	2	4	2	9	0	1
D2 agonist	-1.8	-0.3	1.1	-2.0	-0.6	-0.4
D2 antagonist	-3	nt	-6	2	nt	nt
D1 antag	-13	7	-9	-23	-22	-1
D1 PAM	0	-1	-1	-2	2	2

(13) O=C(Nc1cccc([N+](=O)[O-])c1)c1ccc(-c2ccccc2)cc1
(14) Cc1ccc([C@@H]2[C@@H]3C(=O)N(c4ccccc4)C(=O)[C@@H]3[C@]3(C)C(=O)N(Cc4ccccc4)CC(=O)N23)o1
(15) CCCC1=Nc2cc(C(=O)NC3CCCC3)ccc2Sc2ccc(C)cc21
(16) COc1ccccc1C(=O)Nc1ccc(OCc2cc(=O)n3ccsc3n2)cc1
(17) COCCn1c(C)c(C)c2c(NCCc3ccccc3)ncnc21
(18) COc1ccccc1C/C(N)=N/OC(=O)c1cccs1

Compound	13	14	15	16	17	18
RXFP1 antagonist	-8	nt	-9	nt	1	-13
D2 potentiator	-3	-4	3	nt	6	-4
TRHR agonist	1.2	0.8	0.3	-1.6	-0.5	-0.1
TRHR PAM	8	5	7	3	7	47*
D1 agonist	15	1	5	2	2	0
D2 agonist	1.0	0.1	nt	-0.4	-1.2	0.1
D2 antagonist	-5	-11	nt	nt	-2	3
D1 antag	-59*	-19	-1	-28	3	2
D1 PAM	-8	0	-5	-3	-2	9

(19) Cc1cc(C(=O)CSc2nc(N)cc(=O)[nH]2)c(C)n1Cc1ccco1
(20) CC(=O)NC(C)(C)C1CC=C(C)/C(=N\O)C1 (centres undefined)
(21) CC(C)(C)[C@@H]1C=C(C(=O)N2CCN(Cc3ccc4c(c3)OCO4)CC2)O[C@H](OCc2ccc(CO)cc2)C1
(22) CC(C)(C)c1ccc(C(=O)Nc2ccc(F)cc2)s1
(23) Cc1cc(=O)oc2cc(NC(=O)CC3(CC(=O)O)CCCC3)ccc12
(24) Cc1cc(C)c(S(=O)(=O)N2CCN(c3ccc([N+](=O)[O-])c(NCC4CCCO4)c3)CC2)c(C)c1 (centres undefined)

Compound	19	20	21	22	23	24
RXFP1 antagonist	19	35	nt	?	-17	-9
D2 potentiator	-23	9	8	-14	-4	-10
TRHR agonist	0.9	-0.3	0.1	0.9	0.6	-0.1
TRHR PAM	2	-1	-2	0	1	-2
D1 agonist	4	-1	6	11	4	4
D2 agonist	0.8	0.5	0.0	0.7	0.5	0.6
D2 antagonist	14	0	-7	7	3	-13
D1 antag	4	-4	25	-24	-5	-7
D1 PAM	-2	-3	-3	-10	-2	-2

(25) O=C(Cn1cnc2c(nnn2Cc2ccc(F)cc2)c1=O)Nc1ccccc1
(26) O=C(Nc1cccc(Cl)c1)C1CCCN1S(=O)(=O)c1cccc2cccnc12 (centres undefined)
(27) CC(C)CN(C(=O)c1ccc(C(F)(F)F)cc1)c1c(N)n(CC(C)C)c(=O)[nH]c1=O
(28) CCOc1ccc(N(CC(=O)NCCC2=CCCCC2)S(=O)(=O)c2ccccc2)cc1
(29) COc1cccc(CNS(=O)(=O)c2cc3c(cc2C)n(C)c(=O)c(=O)n3C)c1
(30) COC(=O)c1ccc(NC(=O)CSc2nnc(-c3cccnc3)o2)cc1

Compound	25	26	27	28	29	30
RXFP1 antagonist	-3	-20	-1	4	-5	-4
D2 potentiator	1	-1	-7	-7	-20&3	-14
TRHR agonist	-0.1	0.3	0.0	1.2	0.1&-0.7	0.1
TRHR PAM	-1	5	-10	-8	-1&8	6
D1 agonist	5	5	1	9	3&3	0
D2 agonist	0.6	1.1	-1.2	nt	-0.2&-0.9	1.6
D2 antagonist	13	nt	1	nt	1	-4
D1 antag	7	-18	16	3	-10&1	0
D1 PAM	-6	-6	-2	11	-5&-4	-2

(31) CNC(=O)c1cccnc1Nc1cccc(C(F)(F)F)c1
(32) O=C(O)C1CCN(C(=O)c2ccco2)CC1
(33) O=C(CN(C(=O)c1csnn1)c1ccccc1F)NCc1ccccc1
(34) CCCOC(=O)c1ccc(NC(=O)C2CC(=O)N(c3ccc(C)cc3)C2)cc1 (centres undefined)
(35) Cc1cc2[nH]c(=O)c(=O)[nH]c2cc1S(=O)(=O)NCc1ccc(Cl)cc1
(36) Cc1ccc(C)c(Cn2nnc3c(=O)[nH]c(C4CCN(C(=O)c5cccs5)CC4)nc32)c1

Compound	31	32	33	34	35	36
RXFP1 antagonist	10	11	-8	nt	nt	16
D2 potentiator	6	-8	12	nt	-6	-5
TRHR agonist	0.4	0.6	-1.2	-0.1	0.2	-3.8
TRHR PAM	-3	-1	-3	16	-2	0
D1 agonist	0	-1	3	7	2	4
D2 agonist	0.9	-0.7	-1.5	0.1	0.9	0.5
D2 antagonist	-12	-32	6	nt	-4	2
D1 antag	-16	-9	-7	-8	-9	1
D1 PAM	-10	-2	nt	-8	-10	2

# In the list so far, 2 have a tert-butyl group:
(21) CC(C)(C)[C@@H]1C=C(C(=O)N2CCN(Cc3ccc4c(c3)OCO4)CC2)O[C@H](OCc2ccc(CO)cc2)C1
(22) CC(C)(C)c1ccc(C(=O)Nc2ccc(F)cc2)s1

Compound	21	22
RXFP1 antagonist	nt	?
D2 potentiator	8	-14
TRHR agonist	0.1	0.9
TRHR PAM	-2	0
D1 agonist	6	11
D2 agonist	0.0	0.7
D2 antagonist	-7	7
D1 antag	25	-24
D1 PAM	-3	-10

# The list goes on:
(37) CCc1ccccc1Nc1nn2c(=O)c3ccc(C(=O)NCc4ccccc4OC)cc3nc2s1
(38) O=C(CSc1nc2ccsc2c(=O)n1Cc1ccccc1F)NCc1ccccc1Cl
(39) COc1ccc(-n2c(C)cc(-c3csc(N)n3)c2C)cc1
(40) Cc1cc(NC(=O)CSc2nc(-c3ccc(F)cc3)cs2)no1
(41) CCOc1ccc(-c2ccc(NS(=O)(=O)c3ccc(C)cc3)cc2)nn1
(42) Cc1cccc(NC(=O)Cn2nnc(-c3nc(-c4ccncc4)no3)c2N)c1

Compound	37	38	39	40	41	42
RXFP1 antagonist	nt	-31	nt	-17	-9	-11
D2 potentiator	2	0	-2	12	-9	7
TRHR agonist	0.6	0.2	0.3	-1.9	-1.0	0.5
TRHR PAM	4	-10	3	2	-2	3
D1 agonist	2	7	3	4	2	1
D2 agonist	0.3	0.4	1.0	-1.7	0.4	1.5
D2 antagonist	nt	nt	9	25	nt	nt
D1 antag	0	17	10	-7	14	9
D1 PAM	2	-3	-1	-4	0	2

(43) COc1ccc(/C=C(/NC(=O)c2ccco2)C(=O)N2CCc3ccccc32)cc1OC
(44) Cc1ccn(C)c(=N)c1
(45) Cc1nn(C)c(C)c1CN(C)S(=O)(=O)c1ccc(F)cc1
(46) COc1ccc(C)cc1-n1c(-c2ccc(Cl)cc2)cc2c1CC(C)(C)CC2=O
(47) Cc1cccc(OC(=O)c2snnc2C)c1C
(48) COc1ccc(-c2noc(-c3ccc(NC4CCCCC4)c([N+](=O)[O-])c3)n2)cc1OC
(49) Cc1cc(OCC(=O)N2CCCC2)ccc1Cl
(50) COC(=O)c1cc2sccc2n1Cc1nc(-c2ccc(C)cc2)oc1C
(51) CSc1nc2ccsc2c(=O)n1-c1ccccc1

Compound	43	44	45	46	47	48	49	50	51
RXFP1 antagonist	-16	-2	10	-14	2	nt	-13	-9	-12
D2 potentiator	-16	12	9	0	10	1	-1	18	27
TRHR agonist	5.2	0.7	0.9	0.5	-0.2	2.7	-0.5	-0.1	-1.2
TRHR PAM	-7	-5	-1	-6	0	3	-2	-3	-1
D1 agonist	2	2	9	2	0	3	1	1	3
D2 agonist	-0.2	1.2	0.9	1.3	-0.6	14	0.3	-0.1	-0.4
D2 antagonist	-12	-11	-5	nt	nt	nt	2	nt	-20
D1 antag	7	-27	-15	6	8	5	-6	33	12
D1 PAM	-2	6	-2	3	2	-1	0	1	2

# In the list so far, these have fluorine.
(7) Cc1cc(C(=S)N2CCOCC2)c(C)n1-c1ccc(F)cc1
(22) CC(C)(C)c1ccc(C(=O)Nc2ccc(F)cc2)s1
(25) O=C(Cn1cnc2c(nnn2Cc2ccc(F)cc2)c1=O)Nc1ccccc1
(27) CC(C)CN(C(=O)c1ccc(C(F)(F)F)cc1)c1c(N)n(CC(C)C)c(=O)[nH]c1=O
(31) CNC(=O)c1cccnc1Nc1cccc(C(F)(F)F)c1
(33) O=C(CN(C(=O)c1csnn1)c1ccccc1F)NCc1ccccc1
(38) O=C(CSc1nc2ccsc2c(=O)n1Cc1ccccc1F)NCc1ccccc1Cl
(40) Cc1cc(NC(=O)CSc2nc(-c3ccc(F)cc3)cs2)no1

Compound	7	22	25	27	31	33	38	40
RXFP1 antagonist	-9	?	-3	-1	10	-8	-31	-17
D2 potentiator	-8	-14	1	-7	6	12	0	12
TRHR agonist	-0.3	0.9	-0.1	0.0	0.4	-1.2	0.2	-1.9
TRHR PAM	16	0	-1	-10	-3	-3	-10	2
D1 agonist	2	11	5	1	0	3	7	4
D2 agonist	-1.8	0.7	0.6	-1.2	0.9	-1.5	0.4	-1.7
D2 antagonist	-3	7	13	1	-12	6	nt	25
D1 antag	-13	-24	7	16	-16	-7	17	-7
D1 PAM	0	-10	-6	-2	-10	nt	-3	-4

(45) Cc1nn(C)c(C)c1CN(C)S(=O)(=O)c1ccc(F)cc1

Compound	45
RXFP1 antagonist	10
D2 potentiator	9
TRHR agonist	0.9
TRHR PAM	-1
D1 agonist	9
D2 agonist	0.9
D2 antagonist	-5
D1 antag	-15
D1 PAM	-2

# The order is random. About 7.1% of those tested had a hit in this group.
